Bioassay records from PubChem.
KOR beta-arrestin-1: kappa opioid receptor blockers – cell-based, luminescence, uHTS (AID 1778); KOR beta-arrestin recruitment, luminescence, antagonist mode; higher % means a stronger effect; one-dose inhibition, % at 10 µM; IC50 in µM for titrated hits; 0.091% of 290,000 active; in the data active means inhibition above about 50%; further: strong numbers were not always called active
NOD1 inhibition: NOD1 signaling inhibitors, primary screen, cell-based, luminescence, uHTS (AID 1578) | NOD1-driven NF-kB luciferase reporter cells, luminescence; higher % means a stronger effect | 1% of 290,000 active | inhibition, % at 4 µM, or EC50 in µM where a hit was titrated; in the data active means inhibition mostly above about 36%, no sharp cut-off; inactive means mostly below about 34%;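 further: HEK-293T reporter cells stimulated with the NOD1 agonist gamma-tri-DAP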
UTI89 phage lysis: protection from phage-mediated lysis, alamar blue read-out – E. coli UTI89, K1F phage, bacterial capsule biogenesis inhibitors (AID 488966). E. coli UTI89 K1F phage lysis, alamar blue, 2 h; higher % means a stronger effect. 0.02% of 340,000 active. one-dose inhibition, % at 100 µM; IC50 in µM for titrated hits;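 active means phage lysis inhibition, versus mean bacterial control, above a set limit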;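 further: capsule biogenesis inhibitors block K1F phage lysis so surviving cells raise fluorescence; higher fluorescence means more inhibition of phage lysis; actives were called in the ten point dose series up to 300 µM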
GPR35 antagonists: inhibition of zaprinast-stimulated GPR35 beta-arrestin translocation – imaging, U2OS, beta-arrestin-GFP, zaprinast agonist, primary screen (AID 2058); U2OS GPR35 beta-arrestin-GFP translocation imaging, zaprinast antagonism; higher % means a stronger effect; one-dose inhibition, % at 10 µM; IC50 in µM for titrated hits; 0.052% of 290,000 active;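 active means inhibition of at least 50% with at least 30 cells and total cytoplasm GFP at most 10,000,000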
GPR55 LPI antagonism: GPR55 antagonists blocking LPI-driven arrestin recruitment, primary screen, imaging, U2OS, beta-arrestin-GFP, LPI agonist (AID 2013) | 0.13% of 290,000 active | one-dose inhibition, % at 10 µM; IC50 in µM for titrated hits | U2OS GPR55 beta-arrestin-GFP translocation imaging, LPI antagonism; higher % means a stronger effect;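 active means spots per cell inhibited over 60%, with over 100 cells counted and total cytoplasm intensity under 500,000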;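 further: U2OS cells stably carrying GPR55 and arrestin-GFP stimulated by 5 µM LPI near EC80; imaged beta-arrestin-GFP aggregate spots per cell after agonist stimulation; plate controls were LPI-stimulated DMSO wells for no effect and DMSO wells without LPI for full effect; some results filed as inactive read as strong as hits; confirmed hits need IC50 under 10 µM and bright autofluorescent wells are also inconclusive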
NTR1 ag: agonists of NTR1, primary screen, imaging, U2OS cells, beta-arrestin-GFP, high content (AID 493036); NTR1-U2OS beta-arrestin-GFP spot imaging, agonist mode; activation, % at 20 µM; 0.17% of 330,000 active;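 active means activation at or above 40% of the spot to cytoplasm intensity ratio, with at least 20 cells analyzed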;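 further: 0% = DMSO without peptide and 100% = 100 nM NTR1 peptide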
Target sequence (P30989 whole entry, looked up): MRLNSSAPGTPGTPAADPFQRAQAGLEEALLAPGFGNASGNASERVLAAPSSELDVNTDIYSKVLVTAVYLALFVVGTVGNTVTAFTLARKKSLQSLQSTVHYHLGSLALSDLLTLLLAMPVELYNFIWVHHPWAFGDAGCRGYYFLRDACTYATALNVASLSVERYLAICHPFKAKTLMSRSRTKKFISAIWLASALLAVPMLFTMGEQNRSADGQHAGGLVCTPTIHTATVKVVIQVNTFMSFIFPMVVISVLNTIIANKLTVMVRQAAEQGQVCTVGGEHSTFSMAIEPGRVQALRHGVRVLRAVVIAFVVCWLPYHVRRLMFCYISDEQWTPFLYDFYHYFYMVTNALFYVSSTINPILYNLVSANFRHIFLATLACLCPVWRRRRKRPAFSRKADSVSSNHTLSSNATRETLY
GPR55 beta-arrestin: GPR55 agonists via beta-arrestin recruitment, primary screen, imaging, U2OS cells, beta-arrestin-GFP redistribution (AID 1961) | U2OS GPR55 beta-arrestin-GFP redistribution imaging; higher % means a stronger effect | one-dose activation, % at 10 µM; EC50 in µM for titrated hits | 0.048% of 290,000 active;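 active means activation above 40% with more than 50 cells counted in the well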;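 further: U2OS osteosarcoma cells stably expressing GPR55 and beta-arrestin-GFP; plate controls were DMSO negative control for no effect and LPI positive control for full effect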
MgcRacGAP inhibition: MgcRacGAP GTPase-activating activity inhibitors, confirmation, biochemical, ADP Hunter fluorescence; MgcRacGAP-stimulated Rac1 GTP hydrolysis, ADP Hunter fluorescence; higher % means a stronger effect; GST-tagged Rac1 F28L mutant substrate; inhibition, % at 30 µM, or IC50 in µM where a hit was titrated; 0.6% of 340,000 active;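 active means first-screen hits whose inhibition reached a set limit at any dose in the follow-up dose series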;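 further: fluorescence reports GDP produced by GAP-driven GTP hydrolysis; strong numbers were not always called active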
KOR beta-arrestin-2: kappa opioid receptor activators – cell-based, luminescence, uHTS, primary screen (AID 1777). activation, % at 10 µM, or EC50 in µM where a hit was titrated. 0.02% of 280,000 active. KOR beta-arrestin recruitment, luminescence; higher % means a stronger effect; in the data active means activation above about 50%, passing the limit was not always enough; further: a part of the inactive calls stands beside numbers as strong as those of hits
NTR1 ag cell count 20 µM: recorded beside NTR1 ag, whose call it bears; cell count; measured here: cell count, cytotoxicity flag
Starred values were filed as active, the others as inactive; [ ] = remark or other dose.

Screening COc1cc(C(=O)NCC(=O)N2CCN(S(=O)(=O)c3cc(C)ccc3C)CC2)cc(OC)c1OC returned KOR beta-arrestin-1 -1%, NOD1 inhibition 2%, UTI89 phage lysis -0.3%, GPR35 antagonists -6%, GPR55 LPI antagonism 4%, NTR1 ag 0.8, GPR55 beta-arrestin -0.1%, MgcRacGAP inhibition 5%, KOR beta-arrestin-2 1.0% and NTR1 ag cell count 20 µM 65.
For Cc1nn(C(C)CC(=O)O)c(C)c1Br (stereo not drawn) the results were KOR beta-arrestin-1 -16%, NOD1 inhibition 4%, UTI89 phage lysis 0.1%[50 µM], GPR35 antagonists 2%, GPR55 LPI antagonism -1%, NTR1 ag 0.5, GPR55 beta-arrestin -0.1%, MgcRacGAP inhibition 0%, KOR beta-arrestin-2 -4.7% and NTR1 ag cell count 20 µM 36.
For CC(CC(=O)NCc1ccccc1)C1CCCO1 (stereo not drawn) the results were KOR beta-arrestin-1 15%, NOD1 inhibition -21%, UTI89 phage lysis 0.2%, GPR35 antagonists -12%, GPR55 LPI antagonism -6%, NTR1 ag -1.2, GPR55 beta-arrestin -0.1%, MgcRacGAP inhibition 1%, KOR beta-arrestin-2 -2.7% and NTR1 ag cell count 20 µM 60.
For CN1CCN(c2nc(Nc3ccc(F)cc3)nc(Nc3ccc(F)cc3)n2)CC1 the results were KOR beta-arrestin-1 -50%, NOD1 inhibition -4%, UTI89 phage lysis 1.0%, GPR35 antagonists 1%, GPR55 LPI antagonism 26%, NTR1 ag 7.6, GPR55 beta-arrestin 0.2%, MgcRacGAP inhibition 10%, KOR beta-arrestin-2 5.0% and NTR1 ag cell count 20 µM 82.
Screening COc1ccccc1-n1cc(-c2ccc([N+](=O)[O-])cc2)[nH]c1=S returned KOR beta-arrestin-1 3%, NOD1 inhibition 2%, UTI89 phage lysis -1.8%, GPR35 antagonists -4%, GPR55 LPI antagonism 0%, NTR1 ag 0.7, GPR55 beta-arrestin -0.2%, MgcRacGAP inhibition 11%, KOR beta-arrestin-2 0.8% and NTR1 ag cell count 20 µM 69.
For CCOC(=O)c1cc(S(=O)(=O)Nc2ccc(F)cc2F)cn1C the results were KOR beta-arrestin-1 -44%, NOD1 inhibition -1%, UTI89 phage lysis 3.1%, GPR35 antagonists 7%, GPR55 LPI antagonism 1%, NTR1 ag 1.0, GPR55 beta-arrestin -0.1%, MgcRacGAP inhibition 11%, KOR beta-arrestin-2 2.5% and NTR1 ag cell count 20 µM 52.
For Cc1ccc(C(=O)COC(=O)c2cc(Cl)nc3ccccc23)cc1C the results were KOR beta-arrestin-1 -11%, NOD1 inhibition -38%, UTI89 phage lysis -0.2%, GPR35 antagonists 20%, GPR55 LPI antagonism 9%, NTR1 ag 3.3, GPR55 beta-arrestin -0.1%, MgcRacGAP inhibition 4%, KOR beta-arrestin-2 -0.6% and NTR1 ag cell count 20 µM 81.
For O=C1NC(c2cccc(Cl)c2)Nc2ccccc21 (stereo not drawn) the results were KOR beta-arrestin-1 -60%[20 µM], NOD1 inhibition -25%, UTI89 phage lysis 0.3%, GPR35 antagonists 11%, GPR55 LPI antagonism -5%, NTR1 ag 1.3, GPR55 beta-arrestin 0.0%, MgcRacGAP inhibition -3% and NTR1 ag cell count 20 µM 81.
Screening COc1ccc(/C=C2\SC(=S)N(CCC(=O)N3CCOCC3)C2=O)cc1 returned KOR beta-arrestin-1 -23%, NOD1 inhibition -3%, UTI89 phage lysis 0.4%, GPR35 antagonists -2%, GPR55 LPI antagonism 5%, NTR1 ag -0.8, GPR55 beta-arrestin -0.2%, MgcRacGAP inhibition 4%, KOR beta-arrestin-2 6.1% and NTR1 ag cell count 20 µM 48.
Screening Cc1ccc(SCCNC(=O)c2ccc(C)c([N+](=O)[O-])c2)cc1 returned KOR beta-arrestin-1 -8%, NOD1 inhibition 29%, UTI89 phage lysis -0.4%, GPR35 antagonists 4%, GPR55 LPI antagonism 0%, NTR1 ag 3.3, GPR55 beta-arrestin -0.1%, MgcRacGAP inhibition 15%, KOR beta-arrestin-2 7.0% and NTR1 ag cell count 20 µM 43.
For Cc1cc(C)n(-c2ccc(NC(=O)C3CCCCN3C(=O)c3ccc(C)s3)cc2)n1 (stereo not drawn) the results were KOR beta-arrestin-1 -32%, NOD1 inhibition -22%, UTI89 phage lysis -0.2%, GPR35 antagonists -14%, GPR55 LPI antagonism 5%, NTR1 ag 0.4, GPR55 beta-arrestin 0.0%, MgcRacGAP inhibition 8%, KOR beta-arrestin-2 6.3% and NTR1 ag cell count 20 µM 61.
`CC(=O)N1c2ccc(S(=O)(=O)NCCC(=O)Nc3ccc(F)cc3)cc2CC1C` (stereo not drawn) gave KOR beta-arrestin-1 -9%, NOD1 inhibition -15%, UTI89 phage lysis 0.2%, GPR35 antagonists 2%, GPR55 LPI antagonism 13%, NTR1 ag 0.8, GPR55 beta-arrestin -0.2%, MgcRacGAP inhibition 5%, KOR beta-arrestin-2 -4.1% and NTR1 ag cell count 20 µM 67.

Reprinted at random: two records from the list
For CC(CC(=O)NCc1ccccc1)C1CCCO1 (stereo not drawn) the results were KOR beta-arrestin-1 15%, NOD1 inhibition -21%, UTI89 phage lysis 0.2%, GPR35 antagonists -12%, GPR55 LPI antagonism -6%, NTR1 ag -1.2, GPR55 beta-arrestin -0.1%, MgcRacGAP inhibition 1%, KOR beta-arrestin-2 -2.7% and NTR1 ag cell count 20 µM 60.
For O=C1NC(c2cccc(Cl)c2)Nc2ccccc21 (stereo not drawn) the results were KOR beta-arrestin-1 -60%[20 µM], NOD1 inhibition -25%, UTI89 phage lysis 0.3%, GPR35 antagonists 11%, GPR55 LPI antagonism -5%, NTR1 ag 1.3, GPR55 beta-arrestin 0.0%, MgcRacGAP inhibition -3% and NTR1 ag cell count 20 µM 81.

New compounds follow:
Screening CC(=O)Oc1ccc2c(=O)oc(-c3ccc([N+](=O)[O-])cc3)nc2c1 returned KOR beta-arrestin-1 0%, NOD1 inhibition -8%, UTI89 phage lysis -0.1%, GPR35 antagonists 4%, GPR55 LPI antagonism 5%, NTR1 ag 3.5, GPR55 beta-arrestin -0.1%, MgcRacGAP inhibition -9%, KOR beta-arrestin-2 -14% and NTR1 ag cell count 20 µM 85.
`CN(C)CCNC(=O)c1c(NC(=O)c2ccccc2)sc2c1CCCC2` gave KOR beta-arrestin-1 -31%[20 µM], NOD1 inhibition 6%, UTI89 phage lysis 0.4%, GPR35 antagonists -15%, GPR55 LPI antagonism 10%, NTR1 ag 8.3, GPR55 beta-arrestin -0.1%, MgcRacGAP inhibition 12%, KOR beta-arrestin-2 -3.7% and NTR1 ag cell count 20 µM 63.
For O=C(CN(C(=O)CNC(=O)c1ccco1)c1ccc(F)c(Cl)c1)NC1CCCCC1 the results were KOR beta-arrestin-1 27%, NOD1 inhibition -28%, UTI89 phage lysis 0.1%, GPR35 antagonists 3%, GPR55 LPI antagonism -8%, NTR1 ag 2.3, GPR55 beta-arrestin -0.1%, MgcRacGAP inhibition 13%, KOR beta-arrestin-2 2.1% and NTR1 ag cell count 20 µM 53.
`C=C(C)c1cccc(C(C)(C)NC(=O)N2CCC(C(N)=O)CC2)c1` gave KOR beta-arrestin-1 0%, NOD1 inhibition -36%, UTI89 phage lysis -0.4%, GPR35 antagonists -2%, GPR55 LPI antagonism -16%, NTR1 ag 1.5, GPR55 beta-arrestin 1.2%, MgcRacGAP inhibition -5%, KOR beta-arrestin-2 0.0% and NTR1 ag cell count 20 µM 57.
Screening O=C(NC(=S)N1CCN(c2ccc([N+](=O)[O-])cc2)CC1)c1ccccc1 returned KOR beta-arrestin-1 43%, NOD1 inhibition -7%, UTI89 phage lysis -0.1%, GPR35 antagonists 4%, GPR55 LPI antagonism 12%, NTR1 ag 4.1, GPR55 beta-arrestin 0.5%, MgcRacGAP inhibition 7%, KOR beta-arrestin-2 -7.9% and NTR1 ag cell count 20 µM 37.
`CCc1cc2cc(C)cc(C)c2nc1SCC(=O)NNC(=O)c1ccco1` gave KOR beta-arrestin-1 -23%, NOD1 inhibition -35%, UTI89 phage lysis 0.2%, GPR35 antagonists 0%, GPR55 LPI antagonism 3%, NTR1 ag 3.1, GPR55 beta-arrestin -0.4%, MgcRacGAP inhibition 5%, KOR beta-arrestin-2 0.2% and NTR1 ag cell count 20 µM 77.
CCN(CC)C(=O)CC(c1ccc(OC)cc1)c1c(OC)cc(OC)c2ccc(=O)oc12 (stereo not drawn) was read as KOR beta-arrestin-1 24%, NOD1 inhibition 1%, UTI89 phage lysis -0.3%, GPR35 antagonists 4%, GPR55 LPI antagonism 6%, NTR1 ag 1.8, GPR55 beta-arrestin 0.7%, MgcRacGAP inhibition 10%, KOR beta-arrestin-2 -0.7% and NTR1 ag cell count 20 µM 69.
`Cc1ccc(CNC(=O)CCNS(=O)(=O)c2ccc(C)cc2)cc1` gave KOR beta-arrestin-1 -2%, NOD1 inhibition 13%, UTI89 phage lysis 0.0%, GPR35 antagonists 0%, GPR55 LPI antagonism 6%, NTR1 ag 1.5, GPR55 beta-arrestin -0.1%, MgcRacGAP inhibition 2%, KOR beta-arrestin-2 -6.8% and NTR1 ag cell count 20 µM 67.
CCOC(=O)N(CC)OC(=O)Nc1ccc(Cl)cc1 was read as KOR beta-arrestin-1 -5%, NOD1 inhibition -31%, UTI89 phage lysis -1.5%, GPR35 antagonists -7%, GPR55 LPI antagonism 11%, NTR1 ag -0.9, GPR55 beta-arrestin -0.1%, MgcRacGAP inhibition 6%, KOR beta-arrestin-2 -0.2% and NTR1 ag cell count 20 µM 42.
Cc1c(NC(=O)COc2cccc(Br)c2)c(=O)n(-c2ccccc2)n1C was read as KOR beta-arrestin-1 -56%, NOD1 inhibition -15%, UTI89 phage lysis 0.0%, GPR35 antagonists 1%, GPR55 LPI antagonism -1%, NTR1 ag -3.0, GPR55 beta-arrestin 0.8%, MgcRacGAP inhibition 4%, KOR beta-arrestin-2 2.9% and NTR1 ag cell count 20 µM 42.
Screening O=C(O)c1cccc(Cn2c(Cl)c(/C=N/NC(=O)c3ccccc3O)sc2=O)c1 returned KOR beta-arrestin-1 12%, NOD1 inhibition 3%, UTI89 phage lysis 0.0%, GPR35 antagonists 12%, GPR55 LPI antagonism 0%, NTR1 ag -0.7, GPR55 beta-arrestin -0.2%, MgcRacGAP inhibition 1%, KOR beta-arrestin-2 1.3% and NTR1 ag cell count 20 µM 51.

These rows are one share of the data; count on the stated rates, not on these rows.
